# Assay outcomes: PubChem BioAssay, National Center for Advancing Translational Sciences (NCATS)
# PI5P4K alpha inh: PI5P4K alpha (human) kinase inhibition; actives 1.2% (n = 330,000); P48426; max response, %; PI5P4Kalpha enzyme, ADP-Glo luminescence, 60 min; hits give low values; active = max response of -50% or lower; inconclusive = between -30% and -50%; inactive = -30% or higher; note: value at the top dose of about 77 µM; % is set by controls: 0 for no effect and ±100 for the full control effect
#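 Single end-point luminescence (ADP-Glo) quantified ADP from PI5P4Kalpha turnover; ATP 5 microM final, 1 h at RT, 0.1% CHAPS and 0.28 mM EGTA in HEPES pH 7.4.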
# EPAC1 antagonist: antagonists of human EPAC1; actives 0.14% (n = 360,000); EPAC1 GEF assay, Rap1b-BODIPY-GDP exchange fluorescence; Potency, µM (series often up to 115 µM), for inactives: top-dose activity change, negative = inhibition, hits mostly inhibitors; O95398;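 note: potency is the fitted concentration of half-maximal effect; plate controls were vehicle for no effect and positive control for full effect; nearly all actives have a fitted effect of over 50% in size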
# WRN inhibitor: WRN helicase (human) inhibition. Q14191. Potency, µM (top dose mostly 114 µM), without a hit: top-dose activity change, negative = inhibition, most hits filed as inhibitors. WRN helicase unwinding, fluorescent forked duplex, kinetic. actives 0.46% (n = 360,000); note: potency is the fitted concentration of half-maximal effect; % is set by controls: 0 for no effect and ±100 for the full control effect; nearly all actives have a fitted effect of over 55% in size
# Target sequence (Q14191 whole entry, looked up): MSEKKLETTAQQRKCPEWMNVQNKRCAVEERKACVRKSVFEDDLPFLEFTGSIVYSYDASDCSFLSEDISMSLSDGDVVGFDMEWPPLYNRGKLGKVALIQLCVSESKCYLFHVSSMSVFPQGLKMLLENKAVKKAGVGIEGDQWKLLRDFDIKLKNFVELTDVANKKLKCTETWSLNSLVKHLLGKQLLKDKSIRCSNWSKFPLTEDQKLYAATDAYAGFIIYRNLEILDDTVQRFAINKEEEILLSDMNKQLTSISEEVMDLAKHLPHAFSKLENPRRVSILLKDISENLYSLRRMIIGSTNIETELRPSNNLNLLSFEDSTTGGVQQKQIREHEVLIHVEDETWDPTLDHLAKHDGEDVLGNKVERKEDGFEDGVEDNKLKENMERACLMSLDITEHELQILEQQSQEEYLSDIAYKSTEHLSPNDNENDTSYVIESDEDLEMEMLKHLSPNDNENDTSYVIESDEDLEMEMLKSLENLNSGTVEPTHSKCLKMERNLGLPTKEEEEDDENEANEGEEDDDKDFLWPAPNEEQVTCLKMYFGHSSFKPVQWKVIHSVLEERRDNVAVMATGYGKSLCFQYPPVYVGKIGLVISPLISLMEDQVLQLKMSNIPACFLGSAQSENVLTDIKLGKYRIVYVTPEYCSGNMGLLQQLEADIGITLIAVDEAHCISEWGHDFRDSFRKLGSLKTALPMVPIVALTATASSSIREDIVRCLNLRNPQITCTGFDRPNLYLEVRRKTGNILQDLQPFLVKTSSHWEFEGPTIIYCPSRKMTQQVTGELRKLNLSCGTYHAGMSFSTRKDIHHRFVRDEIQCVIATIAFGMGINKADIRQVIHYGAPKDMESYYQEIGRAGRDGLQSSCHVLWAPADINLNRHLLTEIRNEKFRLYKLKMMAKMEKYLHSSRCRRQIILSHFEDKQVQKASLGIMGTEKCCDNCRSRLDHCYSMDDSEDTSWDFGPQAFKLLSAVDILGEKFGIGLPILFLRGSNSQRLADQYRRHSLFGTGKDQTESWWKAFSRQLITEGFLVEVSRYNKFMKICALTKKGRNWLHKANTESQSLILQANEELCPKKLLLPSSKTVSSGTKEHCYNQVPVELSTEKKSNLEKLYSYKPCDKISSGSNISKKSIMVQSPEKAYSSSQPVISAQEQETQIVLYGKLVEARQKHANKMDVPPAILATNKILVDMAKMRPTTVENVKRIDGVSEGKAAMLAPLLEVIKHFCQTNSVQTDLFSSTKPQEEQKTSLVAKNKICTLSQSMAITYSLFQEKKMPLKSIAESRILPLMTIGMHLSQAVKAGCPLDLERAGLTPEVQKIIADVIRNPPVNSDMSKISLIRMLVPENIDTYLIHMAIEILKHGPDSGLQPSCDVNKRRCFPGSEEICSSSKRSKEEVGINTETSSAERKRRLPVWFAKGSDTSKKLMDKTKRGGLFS
#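 Enzyme (20 nM final) and test compound sit together 15 min at room temperature before substrate addition. Substrate is a single-forked duplex oligonucleotide (100 nM) labelled with fluorophore and quencher, with 2 mM ATP; helicase unwinding raises red fluorescence, read kinetically.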
# EPAC1 agonist: EPAC1 (human) agonism; O95398; EPAC1 agonist qHTS, biochemical assay; response scale: 100% = response to 6.5 mM cAMP; Potency, µM (titrated, usually from 154 µM), inactives show at the highest dose activation, hits mostly activators; actives 0.073% (n = 360,000); AID 720707; note: potency is the fitted concentration of half-maximal effect; nearly all actives have a fitted effect of over 60% in size
#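 Normalized to 6.5 mM cAMP, activity reflects EPAC1-catalysed release of BODIPY-GDP from Rap1B, followed kinetically over 30 min at 480 nm excitation, 540 nm emission. Reaction contained 100 nM EPAC1, 250 nM Rap1B-BODIPY-GDP, 50 uM GDP.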
# aSyn yeast inh: inhibitors of alpha-synuclein toxicity in yeast; Yeast expressing alpha-synuclein, growth rescue, BacTiter-Glo, 24 h; AID 652106; actives 0.14% (n = 370,000); Potency, µM (top dose mostly 46.1 µM), for the others: at the highest dose growth rescue (activation), usual class: activators; note: potency is the fitted concentration of half-maximal effect; % of control where 0% means no effect; nearly all actives have a fitted effect of over 65% in size
#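 Rescue of yeast growth: cells expressing toxic alpha-synuclein, induced in galactose at OD600 0.02, incubated with compound 24 h at 30 C. ATP luminescence quantified growth; inhibitors of toxicity appear as activators.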
# PLK1 PBD inh: inhibitors of human PLK1 polo-box domain binding; P53350; Plk1 PBD binding of FITC phosphopeptide, fluorescence polarization; AID 720504; Potency, µM, for the others: max response, negative = inhibition, most hits filed as inhibitors; actives 2.8% (n = 360,000); note: potency is the fitted concentration of half-maximal effect; series mostly up to about 57 µM; % is set by controls: 0 for no effect and ±100 for the full control effect; nearly all actives have a fitted effect of over 65% in size
# IL-2 act: IL-2 activation. IL-2 activation reporter assay, cell-based qHTS; stimulated with anti-CD3/CD4/CD28 beads; in transgenic mouse T cells. actives 0.065% (n = 360,000). activation, % (series mostly up to about 46 µM). AID 652025; in the data active = activation above about 50%; inconclusive = mostly about 30% to 49%; note: 0% is about no effect
#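 First, unstimulated transgenic mouse T cells were exposed to compound for 60 min. Next, anti-CD3/anti-CD4-coated beads with anti-CD28 were added. Finally, after 18 h at 37 degrees C, EGFP and DsRed were imaged.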
# Abeta yeast res: A-beta toxicity reversal in yeast. Potency, µM (top dose mostly 46.1 µM), for the others: at the top dose growth rescue, actives largely listed as activators. yeast expressing A-beta42, growth rescue, OD600, 48 h; response scale: 0% DMSO, 100% iron-clioquinol control. actives 0.063% (n = 410,000); note: potency is the fitted concentration of half-maximal effect; nearly all actives have a fitted effect of over 55% in size
#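 Growth rescue measured by 600 nm absorbance after 48 h yeast culture at 30 C with compound. Values normalized between DMSO and an equimolar ferric chloride plus clioquinol control.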
# FUS suppressor: FUS proteinopathy suppression in yeast. Potency, µM (highest dose often 76.6 µM), for the others: at the top dose growth rescue (activation), actives largely listed as activators. actives 0.24% (n = 390,000). S. cerevisiae FUS-expressing, growth rescue, OD600, 24 h;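 note: potency is the fitted concentration of half-maximal effect; plate controls were DMSO vehicle for no effect and reference control for full effect; nearly all actives have a fitted effect of over 55% in size; some results filed as inactive show a strong effect at the top dose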
#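 Cultures pregrown in 2.5% raffinose medium are shifted to minimal medium containing 2% galactose to express toxic FUS. Compounds are tested at several concentrations. After 24hr at 30C, growth is quantified at 600 nm absorbance.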
# Active calls of the source: *; ? = inconclusive; nt = not tested or not shown; [ ] = remark or other dose. Unless noted, calls come from the whole dose curve; as a rule, active = well fitted curve in the direction sought with a large enough effect; inconclusive = small, poorly fitted or top-dose-only effect, or another doubt; inactive = no such curve, though single readings can be large; an effect the other way counts as inactive or inconclusive.
SMILES,PI5P4K alpha inh,EPAC1 antagonist,WRN inhibitor,EPAC1 agonist,aSyn yeast inh,PLK1 PBD inh,IL-2 act,Abeta yeast res,FUS suppressor
COc1cc2nc(C3CCC3)n(NC(=O)C3CCCC(OC)C3)c(=O)c2cc1OC (stereo not drawn),nt,2%,0%,7%,3%,4%,-2.5,13%,14%
COc1cccc(CNC(=O)c2cc3c(cc2Cl)N2CCCCCC2=NS3(=O)=O)c1,-14,-15%,-4%,-5%,1%,-4%,0.1,8%,13%
CCc1ccc(N2C(=O)CN(Cc3cccs3)C2=S)cc1,-6,8%,-4%,7%,2%,1%,-1.1,19%,18%
COc1ccc(S(=O)(=O)N2CCN(c3ccc(C)cc3C)CC2)cc1OC,-1,?,-4%,8%,19%,24µM*,-0.5,-4%,25%
O=C(O)c1ccccc1-n1cnnn1,0,14%,-1%,7%,0%,-8%,2.1,17%,-8%
COc1ccc(CSC(=S)NNc2ccccc2)cc1,-3,6%,0%,-12%,?,?,-2.0,-1%,-3%
Cc1cc2c(c(=O)n1Cc1cccnc1)C(c1ccccc1)C(C#N)=C(N)O2 (stereo not drawn),-7,-1%,8%,-7%,-12%,-5%,2.1,0%,0%
CC(C)C[C@H]1CN(CCCC[C@@H]2CNC(=O)C(=O)N2Cc2ccccc2)C(=O)C(=O)N1CC1CCCCC1,-7,-25%,5%,-4%,?,-4%,0.5,1%,22%
Cc1ccnn1CCC(=O)N1CCCC(CCC(=O)N2CCN(c3ccccn3)CC2)C1 (stereo not drawn),7,7%,1%,-1%,0%,-1%,-0.9,-12%,15%
COc1ccccc1C(=O)NC(=O)CSc1nnc2ccccn12,-6,2%,-10%,0%,6%,3%,-2.5,3%,nt
CCCCn1c(N)c(N(CC(C)C)C(=O)c2cc(C)nc3ccccc23)c(=O)[nH]c1=O,-4,7%,-5%,1%,-3%,5%,2.5,-4%,12%
O=C1N=C(N2CCOCC2)S/C1=C\c1cccs1,-3,-29%,-14%,6%,0%,-24%,1.9,-6%,-34%
O=C(Nc1nnc(-c2ccco2)o1)c1ccc(Cl)s1,2,11%,8%,-5%,7%,4%,-1.4,-1%,2%
Cn1c2ccccc2c2cc(C(=O)N3CCOCC3)sc21,-7,3%,6%,-5%,3%,-20%,-1.6,-6%,18%
Cc1cn(C(=O)c2ccccc2)c(=S)n1-c1ccc(Cl)cc1,nt,19%,-6%,18%,-1%,-8%,-1.6,-8%,21%
COc1ccc(C(=O)NC2CCN(S(=O)(=O)c3ccc(F)cc3)CC2)cc1,-3,10%,-1%,9%,6%,4%,-0.3,-6%,-12%
Cc1ccc(Sc2ncccc2C(=O)O)c(C)c1,12,1%,-5%,5%,5%,4%,0.2,32%,nt
Cc1cc(C)n(-c2nc(C(=O)O)cs2)n1,2,10%,-27%,0%,1%,-4%,1.9,5%,13%
Cc1cccc(NC(=O)CSc2cccc[n+]2[O-])c1C,2,2%,12%,7%,-2%,-13%,-0.4,-17%,14%
COc1ccc(-c2nc(-c3ccc(NC(=O)c4ccncc4)cc3)no2)cc1OC,-13,0%,5%,-16%,-3%,-7%,-3.4,-6%,7%
CC(=O)N(CCC(c1ccco1)C(C)C)Cc1ccc(Cl)cc1 (stereo not drawn),0,-1%,-7%,-3%,22%,-9%,-2.7,-24%,?
Cc1cc(C(=O)CN2CCCC2)c(C)n1-c1ccc(Cl)cc1,3,7%,7%,1%,7%,-15%,-0.6,2%,16%
O=C(c1ccccc1)C(Sc1ncn[nH]1)c1ccccc1 (stereo not drawn),6,-20%,3%,12%,1%,?,-0.1,10%,0%
CCCCc1c(O)nc(SC2CC(=O)N(c3ccc(C(=O)OCC)cc3)C2=O)[nH]c1=O (stereo not drawn),-9,?,1%,-8%,-4%,-16%,2.4,-8%,33%
Cc1ccc(N2C(=O)CCSC23C(=O)Nc2ccccc23)cc1 (stereo not drawn),nt,19%,4%,9%,-2%,-12%,-0.7,-4%,14%

# 11 compounds already listed, sorted by molecular weight, high to low.
SMILES,PI5P4K alpha inh,EPAC1 antagonist,WRN inhibitor,EPAC1 agonist,aSyn yeast inh,PLK1 PBD inh,IL-2 act,Abeta yeast res,FUS suppressor
CC(C)C[C@H]1CN(CCCC[C@@H]2CNC(=O)C(=O)N2Cc2ccccc2)C(=O)C(=O)N1CC1CCCCC1,-7,-25%,5%,-4%,?,-4%,0.5,1%,22%
Cc1ccnn1CCC(=O)N1CCCC(CCC(=O)N2CCN(c3ccccn3)CC2)C1 (stereo not drawn),7,7%,1%,-1%,0%,-1%,-0.9,-12%,15%
CCCCn1c(N)c(N(CC(C)C)C(=O)c2cc(C)nc3ccccc23)c(=O)[nH]c1=O,-4,7%,-5%,1%,-3%,5%,2.5,-4%,12%
COc1cc2nc(C3CCC3)n(NC(=O)C3CCCC(OC)C3)c(=O)c2cc1OC (stereo not drawn),nt,2%,0%,7%,3%,4%,-2.5,13%,14%
COc1ccc(C(=O)NC2CCN(S(=O)(=O)c3ccc(F)cc3)CC2)cc1,-3,10%,-1%,9%,6%,4%,-0.3,-6%,-12%
Cc1cn(C(=O)c2ccccc2)c(=S)n1-c1ccc(Cl)cc1,nt,19%,-6%,18%,-1%,-8%,-1.6,-8%,21%
Cc1ccc(N2C(=O)CCSC23C(=O)Nc2ccccc23)cc1 (stereo not drawn),nt,19%,4%,9%,-2%,-12%,-0.7,-4%,14%
Cc1cc(C(=O)CN2CCCC2)c(C)n1-c1ccc(Cl)cc1,3,7%,7%,1%,7%,-15%,-0.6,2%,16%
COc1ccc(CSC(=S)NNc2ccccc2)cc1,-3,6%,0%,-12%,?,?,-2.0,-1%,-3%
Cn1c2ccccc2c2cc(C(=O)N3CCOCC3)sc21,-7,3%,6%,-5%,3%,-20%,-1.6,-6%,18%
Cc1cc(C)n(-c2nc(C(=O)O)cs2)n1,2,10%,-27%,0%,1%,-4%,1.9,5%,13%

# (next part)
SMILES,PI5P4K alpha inh,EPAC1 antagonist,WRN inhibitor,EPAC1 agonist,aSyn yeast inh,PLK1 PBD inh,IL-2 act,Abeta yeast res,FUS suppressor
COCCNC(=O)CSCc1nc(-c2ccc(SC)cc2)oc1C,nt,-2%,-4%,1%,8%,-6%,1.0,20%,17%
O=C(N/N=C/c1ccc(C(=O)O)cc1)C1=NNC(c2ccccc2)(c2ccccc2)C1,-22,3%,3%,-16%,2%,?,0.5,-13%,-11%
O=C(O)CC(CCc1ccccc1)OC1OC(CO)C(O)C(O)C1O (stereo not drawn),-68*,?,?,-2%,?,5%,-0.4,?,-11%
CSc1nc(C)[nH]c(=O)c1C#N,-5,-28%,9%,9%,-8%,-12%,0.4,-15%,-25%
O=C(Nc1cccc(C(F)(F)F)c1)C1CCCN1S(=O)(=O)c1cccc2cccnc12 (stereo not drawn),nt,-8%,-4%,6%,4%,-7%,-1.6,2%,14%
CCCC(=O)Nc1ccc(-c2csc(N/N=C\c3ccncc3)n2)cc1,-26,27%,-10%,3%,2%,-3%,-0.7,-1%,?
Cc1cc(C(=O)N/N=C/c2cn[nH]c2-c2ccccc2)cs1,6,4%,1%,-22%,2%,5%,0.2,18%,nt
CCOc1ccc(NC(=O)N2CCN(CC)CC2)cc1,nt,5%,4%,-1%,-9%,2%,-2.0,14%,-6%
NC(=O)CC[C@H](NC(=O)c1ccc(F)cc1)C(=O)OCC(=O)Nc1ccc(N2CCOCC2)cc1,9,11%,-4%,-6%,0%,-16%,-0.4,-5%,15%
CCC(=O)N1CCCc2cc(S(=O)(=O)N3CCN(C4CCCCC4)CC3)ccc21,3,-9%,-3%,0%,1%,-8%,-2.7,-10%,9%
CC1CCN(C(=O)c2ccccc2NC(=O)c2cccc(S(=O)(=O)N(C)C)c2)CC1,-3,7%,5%,0%,2%,2%,0.0,17%,8%
Cc1cccc(C)c1NC(=O)c1ccc2sc([C@H]3C[C@H](O)[C@@H](CO)O3)nc2c1,-5,-7%,-5%,-4%,-4%,-11%,1.9,-4%,-7%
Cc1cccc2nc(CSc3ccccc3C(=O)O)cn12,-1,-2%,-5%,4%,5%,8%,0.0,-12%,2%
Cn1nc(-c2ccc(Cl)cc2)c2cc(C(=O)N3CCCC3)sc21,10,0%,2%,-16%,-3%,-16%,-2.4,1%,2%
CC(C)CN1CCN(Cc2nc3ccccc3s2)CC1CCO (stereo not drawn),0,1%,-18%[57.1 µM],1%,-1%,-2%,-1.6,-5%,22%
O=C(NC1CCCC1)C1CCCN(S(=O)(=O)c2cnc[nH]2)C1 (stereo not drawn),0,-7%,-1%,12%,-11%,?,-1.0,-12%,-27%
CC(C)Cn1c(N)c(C(=O)COC(=O)c2cnc(Cl)c(Cl)c2)c(=O)n(C)c1=O,-5,-15%,9%,2%,3%,2%,-0.6,7%,20%
CC(C)(C)OC(=O)CC(S(=O)(=O)c1ccccc1)S(=O)(=O)c1ccccc1,13,0%,-2%,-3%,1%,?,-1.5,-33%[inhibitor],6%
CCOC(=O)CNC(=O)CSc1nnc(CCc2nc3ccccc3[nH]2)n1C,0,-10%,3%,-1%,0%,-11%,0.5,-21%,-15%
Cc1ccc2c(c1)[nH]c1c(=O)n(CCN3CCNCC3)cnc12,5,6%,3%,-10%,-7%,-9%,-3.5,11%,nt
